Growth percent in the NCI-60 one-dose screen (48 h, 10 µM unless noted): 100 = growth as untreated, 0 = no growth, -100 = all killed.
HT29 – HT29 colon cancer | actives 7.4% (n = 81,000)
KM12 – KM12 colon cancer cells | AID 1794800 | actives 5% (n = 82,000)
SNB-19 – SNB-19 CNS cancer cells; AID 1794751; actives 2.5% (n = 81,000)
SW-620 – SW-620 colon cancer. actives 5.2% (n = 82,000)
SF-295 – SF-295 CNS cancer cells | actives 5.6% (n = 79,000)
SNB-75 – SNB-75 CNS cancer | actives 5% (n = 79,000) | AID 1794750
SF-539 – SF-539 CNS cancer. actives 6.8% (n = 81,000). AID 1794752
HCC-2998 – HCC-2998 colon cancer; AID 1794799; actives 4.7% (n = 79,000)
SF-268 – SF-268 CNS cancer cells. actives 3.1% (n = 82,000)
The depositor's hits bear a star; · = no result given; & = joins results of further samples. The calls were made as follows: active = growth percent below 10; inactive = the rest.

Order of values – HT29	KM12	SNB-19	SW-620	SF-295	SNB-75	SF-539	HCC-2998	SF-268
- O=C1Nc2ccccc2/C1=C/c1ccc(COCC2CO2)n1Cc1ccccc1 (configuration not stated)
→ 103	92	95	60	99	84	93	110	75
- COC(=O)CNS(=O)(=O)c1ccc2c(c1)Cc1cc(S(=O)(=O)NCC(=O)OC)ccc1-2
→ 112	109	100	102	100	92	97	111	102
- Cc1ccc(S(=O)(=O)N2CCCN(c3nc(-c4ccccc4)nc4nc(-c5ccccc5)oc34)CC2)cc1
→ 120	109	102	111	105	105	96	107	106
- NS(=O)(=O)c1ccc(NC(=O)CSc2ccc(-c3ccc(Cl)cc3)nn2)c(Br)c1
→ 65	65	27	83	3.4*	42	28	58	28
- CCCCCCN(CCCCCC)CC(=O)NCCCN1CCN(CCCNC(=O)CN(CCCCCC)CCCCCC)CC1
→ 102	114	107	94	90	84	99	80	107
- CC1=C(C(=O)O)CC(S(=O)(=O)O)C1(C)C (configuration not stated)
→ 112	111	105	103	103	95	108	111	100
- C[C@@H](c1ccc2c(c1)[nH]c1ccc(Cl)cc12)c1nc2ccc(Cl)cc2[nH]1
→ 97	82	92	99	99	74	86	92	81
- CCCCC(CN1CCCCC1)C(=O)c1ccccc1 (configuration not stated)
→ 101	101	109	114	90	94	102	104	94
- Cc1ccc(C(=O)Nc2ccc(Cl)cc2C(=O)NCc2ccccc2)cc1
→ 23	61	93	59	·	67	82	87	94
- CN(C)c1cn2c(CN3CCOCC3)nc3ccccc3c2n1
→ 99	107	100	102	111	98	94	108	103
- NC(=O)c1c(NC(=O)c2ccc(C(F)(F)F)cc2)sc2c1CCC(=O)C2
→ 0.1*	3.3*	16	-18*	4.2*	-7.5*	-74*	32	13
- COc1cc(C2C=C(c3ccc(NCc4nccc(OCC(F)(F)F)c4C)cc3)NC(N)=N2)cc(OC)c1OC (configuration not stated)
→ 87	95	95	109	101	100	104	111	87
- CCOC(=O)C(CBr)CBr
→ 94	110	109	108	101	73	97	111	114
- CCCCCC(CCC)COC(=O)c1ccc(C)cc1 (configuration not stated)
→ 100	99	98	109	99	92	96	96	101
- CN(C)C(=O)OCCOc1c(Cl)cc(Cl)c(Cl)c1[N+](=O)[O-]
→ 107	111	105	112	98	82	99	101	94
- Cc1ccc(C(=O)c2c(N)c(C#N)cn2-c2ccc(Br)cc2C)cc1
→ 103	101	83	111	86	102	84	104	106
- O=c1c2sc3ncc(Cl)cc3c2ncn1-c1ccccc1
→ 98	94	101	104	·	92	105	135	88
- CC1(C)C2CC1C1(/C=N\Nc3ccccc3)C(C2)C(C#N)(C#N)C1(C#N)C#N (configuration not stated)
→ 102	81	96	101	104	91	107	95	86
- O=C(CCCl)OCCCl
→ 106	103	95	101	91	111	96	97	100
- N#CCCOC(=O)Nc1ccccc1
→ 123	111	118	107	103	93	106	106	108
- Cc1cc(C)c(/C=C2\C(=O)Nc3ccc(NC(=O)CCCCCCC(=O)NO)cc32)[nH]1
→ 11	60	31	5.4*	30	-1.0*	15	40	23
- CCOC(=O)C(C(=O)OCC)c1nc2sc3cc(Cl)c(Cl)cc3n2c(=N)c1C#N
→ 87	116	101	104	101	70	94	112	108
- COc1cc(CN(CCC(O)c2ccc(Cl)cc2)Cc2ccccc2)cc(OC)c1OC (configuration not stated)
→ 58	95	93	92	81	84	110	93	106
- CC(C)C1CC(N(C)C)=CC(=S)N1 (configuration not stated)
→ 101&96	104&98	100	99&100	96&90	112&100	95&114	113&99	115&107
- O=C1Nc2ccccc2CCc2ccccc21
→ 104	109	104	115	118	92	102	98	106
- Clc1ccc(SSc2ccc(Cl)cc2)cc1
→ 98&98	107	89&94	89&97	94&103	67&74	89&100	98&97	72&94
- Clc1c(Cl)c(Cl)c2n[nH]nc2c1Cl
→ 106	107	102	111	89	83	91	85	108
- COc1ccc(/C(C)=N/NC(=O)CSc2nc3ccccc3c(=O)n2Cc2ccc(S(N)(=O)=O)cc2)cc1
→ 116	101	91	101	105	83	89	101	85
- O=C(Nc1ccc(I)cc1)Nc1nc2ccc([N+](=O)[O-])cc2s1
→ -93*	-93*	-94*	-80*	-95*	-93*	-100*	-96*	-84*
- O=C1C(N2CCNCC2)=C(I)C(=O)c2ncccc21
→ 99	103	97	86	96	64	89	99	84
- COc1ccc(-c2cc(N)n(-c3nc4ccccc4[nH]3)n2)cc1
→ 92	99	105	104	98	81	99	103	94
- COc1ccc(-c2cn(C/C=C3\C=CN(S(=O)(=O)c4ccccc4)CC3)nn2)cc1
→ 122&126	100&101	98&99	105&104	98&99	80&79	98&98	112&108	94&96
- COc1cc2c(=O)n(N3C(=O)C=NC3=O)c3cnc(-c4ccccc4)n3c2cc1OC
→ 109	104	105	107	104	·	96	109	102
- COc1ccc(\C=N/N=C(N)/C(N)=N\N=C/c2ccc(OC)cc2)cc1
→ 102	110	112	103	97	87	93	110	100
- OCC(O)C(O)C(O)C(O)C(c1ccc(O)cc1)c1ccc(O)cc1 (configuration not stated)
→ 99	103	103	111	108	84	104	109	99
- O=C(N=C1SCCN1C(=O)c1ccc(Cl)cc1)c1ccc(Cl)cc1
→ 92	90	100	118	85	93	92	92	92
- Nc1cccc([N+](=O)[O-])c1C(=O)O
→ 98	109	100	100	103	94	96	106	104
- COC(=O)/C=C/c1cc(O)c2c(c1)C(C(=O)OC)C(c1ccc(O)c(O)c1)O2 (configuration not stated)
→ 16&23	12&12	37&36	30&19	22&19	37&53	3.5*	30&28	29&34
- O=BNc1ccccc1
→ 113	119	119	107	108	95	139	103	112
- COc1ccc(C(=O)CCN(Cc2ccccc2)Cc2cc(OC)c(OC)c(OC)c2)cc1
→ 100	106	100	111	102	94	114	106	112
- CSc1cc(C)nc(SC)n1
→ ·	110	95	103	108	88	·	109	102
- O=C(O)c1ccccc1C(c1ccccc1)c1ccccc1O (configuration not stated)
→ 115	95	86	104	110	87	93	·	94
- Nc1nc(N)c2c(n1)NC(c1cccc(Nc3ccnc4cc(Cl)ccc34)c1)CC(c1ccc(Cl)cc1)=N2 (configuration not stated)
→ 88	98	98	97	92	82	106	104	87
- C/C(=C(/c1ccc(Cl)cc1)c1ccc(OCCN2CCCC2)cc1)c1ccc(Cl)cc1
→ 9.3*	52	86	55	100	115	92	102	91
- NC(=O)C(c1ccccc1)N1CCCCC1 (configuration not stated)
→ 102	111	107	105	102	102	107	103	111

Four entries drawn at random from those above:
Order of values – HT29	KM12	SNB-19	SW-620	SF-295	SNB-75	SF-539	HCC-2998	SF-268
- Nc1nc(N)c2c(n1)NC(c1cccc(Nc3ccnc4cc(Cl)ccc34)c1)CC(c1ccc(Cl)cc1)=N2 (configuration not stated)
→ 88	98	98	97	92	82	106	104	87
- COc1ccc(\C=N/N=C(N)/C(N)=N\N=C/c2ccc(OC)cc2)cc1
→ 102	110	112	103	97	87	93	110	100
- O=C(N=C1SCCN1C(=O)c1ccc(Cl)cc1)c1ccc(Cl)cc1
→ 92	90	100	118	85	93	92	92	92
- COc1ccc(-c2cn(C/C=C3\C=CN(S(=O)(=O)c4ccccc4)CC3)nn2)cc1
→ 122&126	100&101	98&99	105&104	98&99	80&79	98&98	112&108	94&96

The listing continues:
Order of values – HT29	KM12	SNB-19	SW-620	SF-295	SNB-75	SF-539	HCC-2998	SF-268
- NC(=O)C(=O)Nc1ccc2c(c1)OCO2
→ 77	107	113	113	99	85	102	109	96
- O=C(O)c1c(O)cccc1O
→ 97	111	95	103	107	106	101	101	116
- COc1cc(-c2nc(SCC(=O)Nc3nc4ccc(C)cc4s3)[nH]c(=O)c2C#N)ccc1O
→ 105	105	99	102	99	91	96	102	101
- COc1cc(F)c(/C=C/c2cc(/C=C/c3cc(OC)c(OC)cc3F)n(-c3cccc(C(F)(F)F)c3)n2)cc1OC
→ 78	89	104	104	107	94	83	94	91
- O=C(c1cccs1)c1cccs1
→ 94	98	110	107	111	110	107	105	105
- C=C1C(=O)O[C@H]2[C@H]1CC/C(COC(=O)CCCCC(=O)OC/C1=C/CC[C@@]3(C)O[C@H]3[C@H]3OC(=O)C(=C)[C@@H]3CC1)=C\CC[C@@]1(C)O[C@@H]21
→ 40	91	90	25	101	79	47	100	82
- COc1ccc([C@@H]2[C@@H](O)C(=O)N2c2cc(OC)c(OC)c(OC)c2)cc1
→ 1.3*	14	32	19	20	51	-7.7*	22	47
- N#Cc1ncc(Cl)c2ccccc12
→ 104	108	96	103	106	92	95	102	105
- N#Cc1c(-c2ccccc2)c(-c2ccccc2)n[nH]c1=O
→ 75	·	80	72	67	49	82	92	87
- CNC(=S)NNC(=O)C1CC1
→ ·	109	106	112	115	97	104	110	109
- C=CCCCCCCCCC(=O)NS(=O)(=O)c1ccccc1
→ 107	104	108	101	91	78	102	102	99
- O=C(CC(c1ccccc1)C1CCCCC1=O)c1ccccc1 (configuration not stated)
→ 92	101	100	105	101	88	123	·	108
- COc1ccc(/C=C/C(=O)c2ccc(NC(=O)CN3C(=O)NC(C)(c4ccccc4)C3=O)cc2)cc1 (configuration not stated)
→ 68	49	92	89	76	97	80	102	67
- C[C@H]1O[C@@H](c2ccc3c(c2O)C(=O)C2=C(C3=O)[C@@]3(O)C(=O)C[C@](C)(O)C[C@@]3(O)C=C2)C[C@@H](O)[C@H]1O
→ 107	101	96	107	107	99	102	107	99
- CCOC(=O)c1ccc(N=CNc2ccc(C(=O)OCC)cc2)cc1
→ 103	111	110	110	113	90	112	111	101

Reformatted: results already given
O=C(O)c1c(O)cccc1O
  HT29 = 97
  KM12 = 111
  SNB-19 = 95
  SW-620 = 103
  SF-295 = 107
  SNB-75 = 106
  SF-539 = 101
  HCC-2998 = 101
  SF-268 = 116

COc1cc(-c2nc(SCC(=O)Nc3nc4ccc(C)cc4s3)[nH]c(=O)c2C#N)ccc1O
  HT29 = 105
  KM12 = 105
  SNB-19 = 99
  SW-620 = 102
  SF-295 = 99
  SNB-75 = 91
  SF-539 = 96
  HCC-2998 = 102
  SF-268 = 101

Carrying on.
Order of values – HT29	KM12	SNB-19	SW-620	SF-295	SNB-75	SF-539	HCC-2998	SF-268
- CCCCCCCCCCNCc1ccccc1
→ 91	90	93	96	101	94	94	·	91
- COC(=Nc1ccccc1)SSC(C)C
→ 109	125	103	105	106	102	101	131	117
- Cc1ccc2c(-c3nn(-c4ccccc4)c(N)c3C#N)cc(=O)oc2c1
→ 92	86	100	105	94	106	94	112	100
- COc1ccc2c(c1)Oc1nc(N)c(C#N)c(N)c1C2Sc1ccc(C)cc1 (configuration not stated)
→ -27*	52	7.7*	-49*	93	89	-34*	-64*	50
- CC(=O)Oc1c[nH]c2ccccc12
→ 137	99	109	90	103	87	95	98	97
- Cc1ccc(-c2c3c(nc4c2c(C)nn4-c2ccccc2)NC2(CCSCC2)NC3)cc1
→ 94	97	104	106	103	86	101	101	95
- COc1cc2c3c(c4c5ccccc5n(C)c4c2c(OC)c1OC)C(=O)N(O)C3=O
→ 68	94	100	100	109	102	108	99	88
- O=C(Nc1ccccc1C(=O)O)/C(Cl)=C/c1ccc(Cl)cc1Cl
→ 112	102	97	96	101	94	101	104	95
- Cc1ccccc1Nc1cc(=O)[nH]c(N)n1
→ 110	102	101	108	102	97	103	106	108
- O=C(/C=C/c1c(-c2ccccc2)[nH]c2ccccc12)S(=O)(=O)c1ccccc1
→ 34	36	82	40	64	85	89	61	89
- COc1ccc(N2C(=O)C(OC)C2c2ccc(C)cc2)cc1 (configuration not stated)
→ 101	101	108	102	92	93	102	95	111
- CCc1c(Nc2ccc(C)cc2)nc(N)[nH]c1=O
→ 100	102	99	109	98	87	101	·	102
- O=C(Nc1ccccc1)Nc1ccc(OCC(=O)c2ccc(Cl)cc2)cc1
→ 97	51	90	104	94	83	97	114	86
- Cc1cc2c(cc1Cl)C(=O)/C(=C/c1ccc(C(C)C)cc1)O2
→ 108	104	101	101	101	99	99	116	102
- COc1ccc(CCn2c(=N)c(C(=O)NCc3cccnc3)cc3c(=O)n4cccc(C)c4nc32)cc1
→ 20	75	103	76	43	85	30	90	81
- CC(=O)N[C@H](C(=O)N[C@H](Cc1ccccc1)C(=O)N[C@H](CS)C(=O)N[C@H](CCCN=C(N)N)C(=O)N[C@H](CCCN=C(N)N)C(=O)N[C@H](CCCN=C(N)N)C(=O)N[C@H](CCCN=C(N)N)C(=O)N[C@H](CCCN=C(N)N)C(N)=O)[C@@H](C)O
→ 111	107	·	104	114	91	103	109	115
- CCOC(=O)C1CN(C)C(=O)C1=O (configuration not stated)
→ 114	110	102	106	109	103	110	100	97
- C=CCNC(=S)N/N=C/C=C/c1ccccc1
→ 69	94	97	103	92	103	106	108	99
- COc1ccc(NC(=O)c2sc3nc(C(C)C)ccc3c2N)cc1
→ 74	78	91	·	72	104	84	100	100
- O=C(Cc1ccc(Cl)cc1)c1ccccc1
→ 103	110	105	112	103	109	105	101	103
- Cc1ccc(NC(=O)C(=O)Cc2nc3ccccc3o2)c(C)c1
→ 89	109	107	103	91	93	98	99	103
- COc1cc2c(cc1OC)N(CCO)C1=C(C(=O)OC1)C2c1ccc(Cl)c(Cl)c1 (configuration not stated)
→ 94	102	98	102	103	106	99	·	100
- CS(=O)(=O)c1ccc(C(=O)Nc2ccc(Cl)c(-c3ccccn3)c2)c(Cl)c1
→ -7.2*	14	51	21	8.9*	14	20	5.8*	32
- Nc1nc2ccc(OC(F)(F)F)cc2s1
→ 103	88	104	100	94	106	115	103	113
- COC1=NC(=C(c2ccccc2)c2ccccc2)OC1=O
→ 102	97	111	100	82	87	102	98	105
- CN1CCN(c2ccc(C(=O)/C=C/c3cc(C(F)(F)F)ccc3Cl)cc2)CC1
→ 0.6*	-37*	-99*	-71*	-89*	43	-100*	-98*	1.7*
- Clc1ccc(Nc2cccc(-c3[nH]nc4ncccc34)c2)cc1
→ 79	88	83	101	80	73	82	104	78
- O=C1/C(=C\c2cccc(OCc3ccc(Br)cc3)c2)N=C2SCCCN12
→ 85	80	98	95	88	89	101	96	87
- CCOC(=O)C1=C(C(=O)OCC)N(c2ccccc2)C(N)=C(C#N)C1c1cc(=O)[nH]c2ccccc12 (configuration not stated)
→ 111	102	100	104	95	96	97	106	103
